PAX8 reporter – PAX8 transcriptional activity inhibition; RMG-I TPO-luciferase reporter, SteadyGlo, 24 h; inhibition, % at 12.6 µM; actives 1.2% (n = 360,000); AID 652154;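 active = mean replicate inhibition at least 60% with every replicate also reaching 60%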;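 also: luciferase light reporting Pax8 driven TPO promoter activity; plate controls were median of neutral control wells for no effect and mitoxantrone controls for full effect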
ARNT TACC3 PPI – ARNT/TACC3 interaction disruption | Q9Y6A5 | AlphaScreen His-ARNT PAS-B/GST-TACC3 binding, luminescence; TACC3 fragment carries E629A point mutation | inhibition, % at 9.99 µM | actives 0.66% (n = 390,000);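 active = mean inhibition of replicates at least 50% and at least half of replicates each reaching 50%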;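 also: 0% = complete ARNT plus TACC3 wells and 100% = ARNT alone without TACC3; many hits fall short of the cut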
* marks the source's active call; other numbers are inactive results; & = joins results of further samples.

Below each compound – ARNT TACC3 PPI	PAX8 reporter
> CCn1nc(C)c(NC(=O)/C=C/c2ccc(OC)c(COc3ccc(Br)cc3)c2)c1C
→ -1	-2
> Cn1cccc1-c1cc(C(=O)O)[nH]n1
→ -2	11
> COc1ccc2nc(SCC(N)=O)[nH]c2c1
→ -3	-8
> O=C(Nc1ccccc1Cl)c1cccc(COc2cc(Cl)ccc2Cl)c1
→ -3	-103
> CCN1CCN(Cc2cc(=O)oc3ccc(Cl)cc23)CC1
→ 0	-1
> Cc1ccc(S(=O)(=O)Nc2c(C)ccc3nsnc23)cc1
→ -5	17
> COc1ccccc1Nc1nc(N)nc(CSc2nccc(C)n2)n1
→ 1	-9
> CN(C)S(=O)(=O)Nc1ccc(NS(=O)(=O)N(C)C)c(S(=O)(=O)c2ccccc2)c1
→ -4	9
> CC(=O)Nc1ccc2c3c(cccc13)CC2
→ 1	13
> Cc1ccc(OCC(=O)Nn2cnc3ccccc32)cc1
→ 1	5
> CN(CCNC(=O)C1(O)c2ccccc2NC(=O)N1c1ccccc1)Cc1ccccc1 (stereo not drawn)
→ -4	16
> Cc1nc2ccccc2c(=O)n1/N=C/c1cccnc1
→ 14	-21
> CC(C)(C)c1ccc(C(=O)c2c[nH]c(C(=O)NCCCN3CCOCC3)c2)cc1
→ -8	-18
> O=C(NC1CCCCC1)C1CCCN1C(=O)NCc1ccccc1 (stereo not drawn)
→ -6	-12
> COc1ccccc1NC(=O)c1cc(C(=O)O)ccc1C(=O)O
→ 1	-12
> c1ccc(C2OCC3(CO2)COC(c2ccccc2)OC3)cc1 (stereo not drawn)
→ -1	-12
> c1c(C2CCCCC2)n[nH]c1CN1CCCCC1
→ -18	2
> NS(=O)(=O)c1ccc(CCNC(=O)C2CCCCN2S(=O)(=O)c2ccccc2)cc1 (stereo not drawn)
→ -2	13
> Cc1ccc(C2CC(=O)NC(SCc3ccccc3)=C2C#N)cc1 (stereo not drawn)
→ 0	15
> COc1ccc2c(c1)cc1n2CCN=C1NN
→ 12	-84
> CCOC(=O)N1CCN(CCC(=O)Nc2cccc(Br)c2)CC1
→ -2&-3	-6
> CSCCNC(=O)c1ccc(C(C)(C)C)cc1
→ -19	-129
> CCOC(=O)c1ccc(Nc2cc(C)nc(N3CCOCC3)n2)cc1
→ -11	15
> O=C(COC(=O)c1ccccn1)Nc1cccc(Cl)c1Cl
→ 21	-6
> O=S(=O)(c1ccc(F)cc1)n1ccc(-c2cccc(OCc3c(F)cccc3Cl)c2)n1
→ -1	20
> CC(NC(=O)CCSc1nc(-c2ccco2)cc(C(F)(F)F)n1)c1ccccc1 (stereo not drawn)
→ -6	-2
> O=C(CCC(=O)OC(C(=O)c1ccccc1)c1ccccc1)Nc1ccccc1 (stereo not drawn)
→ -10	-3
> COc1cc(/C=N\n2cnnc2)ccc1OCC(=O)Nc1ccc(C)cc1
→ -17	15
> CCn1c(CN2CCN(c3ccc(Cl)cc3)CC2)nc2ccccc21
→ -5	13
> COCCNC(=O)C(c1cccs1)N(C(=O)Cn1nnc2ccccc21)c1ccccc1 (stereo not drawn)
→ -4	-1

Remaining list, next part.
Below each compound – ARNT TACC3 PPI	PAX8 reporter
> Cc1cc(N)ccc1S(C)(=O)=O
→ -1	-9
> Cc1cccc(C(=O)O/N=C2\CCSc3ccc(C)cc32)c1
→ 6	2
> CNc1oc(-c2ccc(C)cc2)nc1P(=O)(c1ccccc1)c1ccccc1
→ 4	5
> c1coc(-c2nc3nc4ccccc4nc3n2-c2ccc3c(c2)OCCO3)c1
→ 28	3
> O=C(c1ccc(=O)n(Cc2ccccc2)n1)N1CCN(C/C=C/c2ccccc2)CC1
→ -2	17
> Cc1ccc(C)c(N2CCN(C(=O)CCNC(=O)Cn3ccc4ccccc4c3=O)CC2)c1
→ 0	17
> O=C(NCc1cccnc1)Nc1cccc(NC(=O)NCc2cccnc2)c1
→ -4	8
> O=C(c1ccccc1C(=O)N1CCN(c2ccccc2)CC1)N1CCN(c2ccccc2)CC1
→ 9	6
> CCOC(=O)c1ccc(NS(=O)(=O)c2ccc(SC)cc2)cc1
→ -3	0
> Cn1c(SCC(=O)NCc2ccc(F)cc2)nc2ccccc21
→ 0	6
> O=c1c2c(nc3c(-c4ccc(Cl)cc4)c[nH]n13)CCCC2
→ -11	45
> CCOc1cccc(-c2nnc3sc(-c4ccco4)nn23)c1
→ -1	-12
> O=C(O)CCCCCNS(=O)(=O)c1cccc2nsnc12
→ 0	-12
> CC(C)CCn1c(=O)c2ccccc2n2c(CN(C)Cc3ccccc3)nnc12
→ -8	-3
> CC1CCCN(S(=O)(=O)c2ccc(NC(=O)c3cccc(-n4cnnn4)c3)cc2)C1 (stereo not drawn)
→ 4	14
> COc1cccc(/C=N/NC(N)=S)c1OS(=O)(=O)c1ccccc1
→ -2	13
> CSc1nc(C)c(CCOCc2ccccc2)c(=O)[nH]1
→ 0	23
> CCCn1c(CNC(=O)Cc2ccccc2)nc2ccccc21
→ 2	-5
> COc1cc(CN2CCN(c3cccc(C)c3C)CC2)cc(Br)c1O
→ 4	-4
> CCC(=O)N1c2ccccc2[C@@H](N(C(C)=O)c2ccccc2)C[C@H]1C
→ -5	6
> O=C(c1ccccn1)N(Cc1ccco1)C1(C(=O)NC2CCCC2)CCCCC1
→ -2	-18
> CCNC(=O)c1ccc(-n2nc(C)cc2-c2ccccc2)cc1
→ -8	14
> CC1Cc2ccccc2N1C(=O)COC(=O)CNC(=O)c1ccc(Br)o1 (stereo not drawn)
→ 2	1
> Cc1sc2ncnc(NCC(c3ccco3)N(C)C)c2c1C (stereo not drawn)
→ -6	-17
> COC(=O)C1=CN(CC2CCCO2)C=C(C(=O)OC)C1c1cc(OC)c(OC)c(OC)c1 (stereo not drawn)
→ -10	23
> Cc1cccc(-c2nsc(SCC(=O)N3CCCC3)n2)c1
→ -2	-160
> O=C(Cn1cc(/C=N/O)c2ccccc21)N1CCOCC1
→ 1	-4
> Cc1ccc(O)c(C2=NCCNC(C(F)(F)C(F)F)=C2)c1
→ 3	-14
> COCCn1nnnc1C(CC(C)C)N1CCN(c2ccccc2)CC1 (stereo not drawn)
→ 1	8
> CC1(C)CC(=O)C2=C(C1)N(C1CCCCC1)C(=O)C2(O)C(F)(F)F (stereo not drawn)
→ -9	16

Three entries out of the list above, arranged by their value in ARNT TACC3 PPI, descending:
SMILES	ARNT TACC3 PPI
c1coc(-c2nc3nc4ccccc4nc3n2-c2ccc3c(c2)OCCO3)c1	28
Cc1cccc(-c2nsc(SCC(=O)N3CCCC3)n2)c1	-2
Cc1sc2ncnc(NCC(c3ccco3)N(C)C)c2c1C (stereo not drawn)	-6

Four entries drawn at random from those above, as already listed:
Below each compound – ARNT TACC3 PPI	PAX8 reporter
> Cc1ccc(O)c(C2=NCCNC(C(F)(F)C(F)F)=C2)c1
→ 3	-14
> Cc1cc(N)ccc1S(C)(=O)=O
→ -1	-9
> Cc1ccc(C2CC(=O)NC(SCc3ccccc3)=C2C#N)cc1 (stereo not drawn)
→ 0	15
> c1ccc(C2OCC3(CO2)COC(c2ccccc2)OC3)cc1 (stereo not drawn)
→ -1	-12

Next part
Below each compound – ARNT TACC3 PPI	PAX8 reporter
> CCc1ccc(NC(=O)C2CC(=O)N=C(N)S2)cc1 (stereo not drawn)
→ 3	-24
> CCCN1Cc2cccc(C(=O)Nc3ccc(CC)cc3)c2C1=O
→ -2	-15
> N#CCCn1c(SCC(=O)NCC2CCCO2)nc2ccccc21 (stereo not drawn)
→ -14	11
> O=C(NCc1nnc(SCC(=O)N2CCCC2)o1)c1ccccc1F
→ -2	-13
> OCCN(CCO)c1ncnc2c1oc1ccc(Br)cc12
→ 8	12
> COc1ccccc1-n1c(SCC(=O)N2CCOCC2)nc(O)c(Cc2ccccc2)c1=O
→ 10	-7
> COCCNC(=O)CSc1ccc(C)cc1
→ -6	1
> COc1ccccc1Nc1nc(N)nc(CN2CCN(c3ccccc3F)CC2)n1
→ 12	-1
> COCn1c(-c2ccc(OC)c(OC)c2)nc2ccccc21
→ -5	-111
> CCOC(=O)C(C(=O)Nc1ccccc1)C1CCCCC1 (stereo not drawn)
→ -12	4
> Cc1ccc(S(=O)(=O)N2CCN(S(=O)(=O)c3ccccc3)C2c2ccc(N(C)C)cc2)cc1 (stereo not drawn)
→ -1	22
> CC1CN(C(=O)Cn2c(C(F)(F)F)nc3ccccc32)CC(C)O1 (stereo not drawn)
→ 43	-9
> COc1ccc(S(=O)(=O)Nc2ccccc2)cc1OC
→ -4	-21
> O=C(CSc1nnc(CNc2ccc(F)cc2)n1Cc1ccco1)N1CCOCC1
→ -1	15
> CCOC(=O)C1CCN(Cc2nc3ccc(Cl)cc3n2CCO)CC1
→ 2	-1
> CCOC(=O)Cc1nnc(Nc2cccc(C)c2)c2ccccc12
→ -1	4
> Cc1cccc(N2C(=O)CC(N3CCC(c4nc5ccccc5[nH]4)CC3)C2=O)c1 (stereo not drawn)
→ -5	11
> O=C(c1cccc2c1-c1ccccc1/C2=N/O)N1CCCCC1
→ 10	-4
> Cc1ccc(NC(C)c2cc(Cl)ccc2O)cc1 (stereo not drawn)
→ 5	4
> CCn1cc(Br)c(C(=O)Nc2ccc(F)c(Cl)c2)n1
→ -6	-195
> CC1=C(C)CC(C(=O)Nc2cccc(Cl)c2)C(C(=O)O)C1 (stereo not drawn)
→ -23	-10
> CCOC(=O)/C(C#N)=C\N(C)C
→ 2	-5
> CC(Oc1cccc(Cl)c1)C(=O)Nc1cc(=O)n(C)c(=O)n1C (stereo not drawn)
→ -3	31
> Cc1cc(C)nc(NC(=O)CSc2nn(C)c(=S)s2)n1
→ -2	-24
> NC(=O)CSc1nnc(-c2cccnc2)n1CCc1ccccc1
→ -3	11
> Cc1cccc(N2CCN(C(c3ccccc3)c3nnnn3C(C)(C)C)CC2)c1C (stereo not drawn)
→ 1	-9
> CCCCCCCn1c(=N)n(CC(=O)c2ccco2)c2ccccc21
→ -3	29
> O=C(NCc1ccco1)c1ccc(CS(=O)(=O)c2cccc(C(F)(F)F)c2)o1
→ -8	8
> CCOc1ccccc1N1Cc2ccccc2C1
→ -3	11
> COc1ccccc1-n1nnnc1SCC(=O)Nc1ccccn1
→ -1	5

Next results:
Below each compound – ARNT TACC3 PPI	PAX8 reporter
> CC(=O)N1C(=O)C2(C(C#N)=C(N)Oc3n[nH]c(-c4ccccn4)c32)c2ccccc21 (stereo not drawn)
→ 31	29
> O=C(CCC(=O)N1CCN(S(=O)(=O)c2ccc(Cl)cc2)CC1)NC1CCCc2ccccc21 (stereo not drawn)
→ 7	-2
> O=C(COc1ccccc1Cl)OCC(=O)N1CCN(S(=O)(=O)c2ccccc2)CC1
→ -7	5
> O=C1C2ON(c3ccccc3)C(c3ccncc3)C2C(=O)N1c1ccccc1 (stereo not drawn)
→ 2	-12
> CCOc1ccc(C2C(C#N)=C(N)N(c3sc4c(c3C#N)CCCC4)C3=C2C(=O)CCC3)cc1 (stereo not drawn)
→ 9	33
> CC(C)OC(=O)c1cn(-c2ccccc2)nc1-c1ccco1
→ -2	-4
> C=CCn1c2ccccc2n2nc(C)c(=O)nc12
→ 19	11
> Cc1ccnc(N2CCCC(C(=O)NCc3cccs3)C2)n1 (stereo not drawn)
→ -2	5
> Cc1cc(/C=C2/SC(=S)N(c3cccc(Cl)c3)C2=O)c(C)n1-c1cccnc1
→ 7	-22
> Cc1cc(C)c(C)c(S(=O)(=O)NCC(=O)O)c1C
→ -9	0

Given as tab-separated lines: entries from further up.
SMILES	ARNT TACC3 PPI	PAX8 reporter
CCOc1ccc(C2C(C#N)=C(N)N(c3sc4c(c3C#N)CCCC4)C3=C2C(=O)CCC3)cc1 (stereo not drawn)	9	33
Cc1ccnc(N2CCCC(C(=O)NCc3cccs3)C2)n1 (stereo not drawn)	-2	5
O=C(COc1ccccc1Cl)OCC(=O)N1CCN(S(=O)(=O)c2ccccc2)CC1	-7	5
Cc1cc(C)c(C)c(S(=O)(=O)NCC(=O)O)c1C	-9	0
C=CCn1c2ccccc2n2nc(C)c(=O)nc12	19	11
Cc1cc(/C=C2/SC(=S)N(c3cccc(Cl)c3)C2=O)c(C)n1-c1cccnc1	7	-22
O=C1C2ON(c3ccccc3)C(c3ccncc3)C2C(=O)N1c1ccccc1 (stereo not drawn)	2	-12

Bioassay records from PubChem BioAssay.

These rows are one share of the data (hit frequency here may not be typical).
